MrgX1 antagonist: antagonists of human MrgX1 receptor, primary screen, HEK293 cells, Fluo-4 calcium flux; 1.3% of 310,000 active; BAM8-22 antagonism; stronger effect = lower value; B-score at 10 µM;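 active = calcium-response B-score plate-corrected more than 3 library SD below zero, starting fluorescence within 5 deviations, no agonist response on first addition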;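 also: peak minus trough fluorescence over baseline after final BAM8-22 challenge near maximal dose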
TRPC4 potent: positive allosteric modulators of TRPC4, primary screen, cell-based, mouse TRPC4beta, HEK293 mu-opioid, Fluo-4 calcium; Short transient receptor potential channel 4 (Mus musculus), Q9QUQ5; DAMGO EC20, Fluo-4 Ca2+ flux; stronger effect = higher value; B-score at 10 µM; 0.42% of 310,000 active;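 active = B-score of calcium response area above 5 SD of library B-scores, with initial fluorescence ratio within 5 SD of library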;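 also: B-score of integrated fluorescence ratio over time as area under calcium response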
MrgX1 allo act: positive allosteric modulators of MrgX1, primary screen, HEK293 cells, Fluo-4 calcium flux. Mas-related G-protein coupled receptor member X1 (Homo sapiens), Q96LB2. FDSS; stronger effect = higher value. B-score at 10 µM. 0.63% of 310,000 active;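 active = plate-corrected calcium response at least 3 library SD above typical, normal starting fluorescence, not activating the receptor alone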;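 also: compound read alongside a low EC10 to EC30 dose of BAM8-22 agonist; peak minus trough fluorescence over baseline measured at the second addition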
TRPC6 inh: mouse TRPC6 channel inhibitors, primary screen, cell-based, HEK293, membrane potential dye. ACh-evoked depolarization; stronger effect = lower value. Short transient receptor potential channel 6 (Mus musculus), Q61143. B-score at 10 µM. 1.1% of 310,000 active;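 active = B-score under library mean minus 3 SD, initial fluorescence not abnormally high, positive integrated signal ratio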;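 also: B-score derived from integrated fluorescence ratio over the kinetic read; more negative B-score means stronger inhibition of depolarization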
Target sequence (Q61143 whole entry, looked up): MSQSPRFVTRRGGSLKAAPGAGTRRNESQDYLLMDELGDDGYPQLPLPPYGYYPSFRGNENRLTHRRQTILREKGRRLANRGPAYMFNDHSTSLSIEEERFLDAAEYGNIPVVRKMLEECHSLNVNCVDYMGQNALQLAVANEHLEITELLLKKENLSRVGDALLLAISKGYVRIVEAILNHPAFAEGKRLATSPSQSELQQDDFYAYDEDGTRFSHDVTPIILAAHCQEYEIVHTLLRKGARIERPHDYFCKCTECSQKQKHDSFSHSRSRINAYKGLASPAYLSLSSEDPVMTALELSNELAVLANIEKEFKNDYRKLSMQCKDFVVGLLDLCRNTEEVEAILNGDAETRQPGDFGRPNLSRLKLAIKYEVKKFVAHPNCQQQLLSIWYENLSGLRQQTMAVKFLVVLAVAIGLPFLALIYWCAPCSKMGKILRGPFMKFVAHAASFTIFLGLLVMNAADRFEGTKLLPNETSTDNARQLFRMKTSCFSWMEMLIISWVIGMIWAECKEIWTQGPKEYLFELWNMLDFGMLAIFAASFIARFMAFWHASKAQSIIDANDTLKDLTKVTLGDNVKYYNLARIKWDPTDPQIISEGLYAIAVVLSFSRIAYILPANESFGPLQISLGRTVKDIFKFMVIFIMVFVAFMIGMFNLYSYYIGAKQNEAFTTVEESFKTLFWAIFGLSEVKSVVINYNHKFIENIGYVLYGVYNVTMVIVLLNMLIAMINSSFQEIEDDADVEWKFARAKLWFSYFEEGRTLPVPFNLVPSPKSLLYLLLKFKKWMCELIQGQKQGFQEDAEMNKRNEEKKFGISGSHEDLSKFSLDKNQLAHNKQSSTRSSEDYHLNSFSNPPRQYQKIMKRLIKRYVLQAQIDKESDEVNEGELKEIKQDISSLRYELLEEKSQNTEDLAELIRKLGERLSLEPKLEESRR
TRPC6 act: mouse TRPC6 channel activators, primary screen, cell-based, HEK293, membrane potential dye; B-score at 10 µM; Short transient receptor potential channel 6 (Mus musculus), Q61143; HEK293-TRPC6 membrane potential dye fluorescence; stronger effect = higher value; 0.13% of 310,000 active;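 active = B-score of the integrated fluorescence ratio above library mean plus 3 SD, and starting fluorescence ratio within library mean plus 5 SD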;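 also: higher score means more depolarization so channel activation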
TRPC4 block: inhibitors of mouse TRPC4 channel, primary screen, Fluo4 calcium, HEK293 TRPC4beta/mu-opioid cells; Short transient receptor potential channel 4 (Mus musculus), Q9QUQ5; DAMGO-evoked Fluo4 calcium flux; stronger effect = lower value; B-score at 10 µM; 0.39% of 300,000 active; AID 2247, 2010;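 active = B-score over 3 SD under the library average, no early fluorescence shift, positive overall ratio signal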
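Assay system: Stable TRPC4beta/mu-opioid receptor HEK293 cells | Reagent: DAMGO in two steps, submaximal then maximal | Compound dosing: Single concentration per test compound | Signal: Fluo4 Ca2+ flux fluorescence | Evaluation: Per-well B score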
TMEM16A inh: TMEM16A chloride channel inhibitors, primary screen, cell-based, HTS. Anoctamin-1 (Mus musculus), Q8BHY3. HEK293 TMEM16A/YFP iodide influx fluorescence, ionomycin. normalized B-score (activity score, 25-100; higher = stronger inhibition) at 10 µM. 1.2% of 310,000 active;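 active = ratio plate-corrected score three or more library SD toward inhibition, starting fluorescence score within five deviations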;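 also: score derived from kinetic fluorescence span divided by baseline fluorescence per well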
RGS4 inh: RGS4 inhibitors, primary screen, cell-based, HEK293 M3R inducible RGS4, calcium flux. Fluo-4 calcium flux; stronger effect = higher value; triggered by carbachol at its EC20. B-score at 10 µM. 0.45% of 310,000 active;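 active = B-score, a plate-corrected calcium signal, over three deviations above library mean, with baseline fluorescence within five deviations of library mean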;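 also: RGS4 expression induced by doxycycline in cells with stable M3 receptor; B-score is computed from the integrated fluorescence ratio over baseline after carbachol; higher B-score means a larger calcium signal and so more RGS4 inhibition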
Target sequence (P49798 whole entry, looked up): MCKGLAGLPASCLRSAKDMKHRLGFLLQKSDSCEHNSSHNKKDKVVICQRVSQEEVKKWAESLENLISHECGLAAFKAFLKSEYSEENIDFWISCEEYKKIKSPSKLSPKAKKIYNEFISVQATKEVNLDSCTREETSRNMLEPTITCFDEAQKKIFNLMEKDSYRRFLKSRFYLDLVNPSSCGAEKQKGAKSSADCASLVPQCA
TRPC4 agonist: activators of mouse TRPC4 channel, primary screen, Fluo4 calcium, HEK293 TRPC4beta/mu-opioid cells | Short transient receptor potential channel 4 (Mus musculus), Q9QUQ5 | Fluo4 calcium fluorescence; stronger effect = higher value | B-score at 10 µM | 0.49% of 310,000 active | AID 2237, 2010;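 active = B-score above 5 SD of library B-scores, and initial fluorescence ratio not above library mean plus 5 SD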;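 also: positive B-score marks a calcium rise read as TRPC4 activation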
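Assay system: HEK293 stable line with TRPC4beta plus mu-opioid receptor; schedule: 45 min room-temperature Fluo4 loading, 110 s read; technique: kinetic Fluo4 calcium fluorescence; evaluation: integrated baseline-normalised fluorescence ratio, converted to per-well B score; controls: buffer (low) and maximal DAMGO (high)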
MrgX1 ag: agonists of human MrgX1 receptor, primary screen, HEK293 cells, Fluo-4 calcium flux. Fluo-4 calcium fluorescence, agonist mode; stronger effect = higher value. B-score at 10 µM. 0.44% of 310,000 active. AID 588627, 2011;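 active = calcium response B-score plate-corrected fluorescence ratio at least 3 library SD, with starting fluorescence B-score inside 5 SD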
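Assay system: stable human MrgX1 HEK293 cell line. Quantity: 15,000 cells per well. Schedule: cells plated overnight, dye loaded 0.5 h 37 °C, 0.5 h room temperature. Detection: Fluo-4 NW calcium-flux fluorescence, kinetic read. Read-out basis: peak-minus-minimum fluorescence over baseline, converted to B scores. Control set: positive and negative control wells on each plate.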
TMEM16A act: TMEM16A chloride channel activators or potentiators, primary screen, cell-based, HTS; Anoctamin-1 (Mus musculus), Q8BHY3; HEK293 TMEM16A/YFP-H148Q/I152L, iodide quench fluorescence; stronger effect = lower value; B-score at 10 µM; 0.3% of 340,000 active;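 active = fluorescence-ratio B-score plate-corrected deviation score at least 3 library SD below zero, with starting fluorescence score within 5 deviations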;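 also: channel opened by trigger with iodide after compound preincubation; score built on the fluorescence ratio of max minus min over baseline; more negative score means more quench and so TMEM16A activation or potentiation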
* hit, by the source's call; i = inactive; · = no result given. Not a hit list; any-hit rate near 5.8%.

Order of results: MrgX1 antagonist, TRPC4 potent, MrgX1 allo act, TRPC6 inh, TRPC6 act, TRPC4 block, TMEM16A inh, RGS4 inh, TRPC4 agonist, MrgX1 ag, TMEM16A act
COc1ccc(-n2c(O)c(C=NCc3ccccn3)c3ccccc3c2=O)c(OC)c1
    i, i, i, i, i, i, i, i, i, i, i
COc1ccc(CN2CCN(c3ncccn3)CC2)c(OC)c1
    i, i, i, i, i, i, i, i, i, i, i
Nc1nc(Cl)cc(Oc2ccc(Cl)cc2)n1
    i, i, i, i, i, i, i, i, i, i, i
O=C(O)COn1c(-c2ccccc2)nc2ccc(Cl)cc21
    i, i, i, i, i, i, i, i, i, i, i
CCCC(=O)N(c1ccc(F)cc1)C1C=CS(=O)(=O)C1 (stereo not given)
    i, i, i, i, i, i, i, i, i, i, i
CC1CC(C)CN(S(=O)(=O)CC23CCC(CC2=O)C3(C)C)C1 (stereo not given)
    i, i, i, i, i, i, i, i, i, i, i
COc1ccc(S(=O)(=O)/N=C2\C=C(Nc3ccc(O)cc3)C(=O)c3ccccc32)cc1
    i, i, i, i, i, i, i, i, i, i, i
Cc1cc(=O)[nH]c(S/C=C/c2ccccc2)n1
    i, i, i, i, i, i, i, i, i, i, i
Cc1noc2ncnc(Sc3c(Cl)cccc3Cl)c12
    i, i, i, i, i, i, i, i, i, i, i
Cc1cccc(NC(=S)NC2CCCC2)c1C
    i, i, i, i, i, i, i, i, i, i, i
C/C(=N\NC(=O)CNc1cccc(C(F)(F)F)c1)c1ccc(Br)cc1
    i, i, i, i, i, i, i, i, i, i, i
O=C(NCCNc1ccc2ccccc2c1)c1cccn2c(=O)c3sccc3nc12
    i, i, i, i, i, i, i, i, i, i, ·
COC(=O)c1nc(NNC(=O)c2ccccc2)sc1-c1ccccc1
    i, i, i, i, i, i, i, i, i, i, i
Cc1cc(C(=O)NCc2cccs2)c(C)o1
    i, i, i, i, i, i, i, i, i, i, i
OC(CN1CCN(Cc2ccccc2)CC1)c1ccc(F)cc1 (stereo not given)
    i, i, i, i, i, i, i, i, i, i, i
COc1ccc(-c2nnn(CC(=O)N(CC(=O)NC3CCCC3)c3ccccc3F)n2)cc1OC
    i, i, i, i, i, i, i, i, i, i, i
COc1ccc(CCNC/C=C/c2ccccc2)cc1
    i, i, i, i, i, i, i, i, 106*, i, i
Cc1cc(/C=N/NC(=O)c2ccc(O)cc2)c(C)n1C1CC1
    i, i, i, i, i, i, i, i, i, i, i
Cc1cc(NC(=O)CSc2nnc(C)c(=O)[nH]2)no1
    i, i, i, i, i, i, i, i, i, i, i
CCOc1ccc(S(=O)(=O)N2CCC(C(=O)NCC3CCCO3)CC2)cc1C (stereo not given)
    i, i, i, i, i, i, i, i, i, i, i
O=C(c1ccc(Cl)c(S(=O)(=O)N2CCCCCC2)c1)N1CCCC1
    i, i, i, i, i, i, i, i, i, i, i
COC(=O)c1cccc(C(=O)Nc2ccc(C)cc2Br)n1
    i, i, i, i, i, i, i, i, i, i, i
CCC(=O)OC1(C)C(=O)C=C2C=C(CCCCNC(=O)OC(C)(C)C)OC=C2C1=O (stereo not given)
    i, i, i, i, i, i, i, i, i, i, ·
Cc1c(NC(=O)CSc2nc3ccccc3s2)c(=O)n(-c2ccccc2)n1C
    i, i, i, i, i, i, i, i, i, i, i
OC(C#CCN1CCCCC1)(c1ccccc1)c1ccccc1
    i, i, i, -7.45*, i, i, i, i, i, i, i
CCN(CC)CCNC(=O)c1ccc(NC(=O)c2cccc(-n3cnnn3)c2)cc1
    i, i, i, i, i, i, i, i, i, i, i
CCOC(=O)c1cccc(NC(=O)N[C@@H](C)C(=O)OC)c1
    i, i, i, i, i, i, i, i, i, i, i
O=C(O)CCc1ccccc1OC(=O)c1ccccc1
    i, i, i, i, i, i, i, i, i, i, i
Brc1ccc(C2=NC(Cc3ccccc3)CO2)cc1 (stereo not given)
    i, i, i, i, i, i, i, i, i, i, i
CN1CCN(CCCNC(=O)c2ccc(/C=C3\Sc4ccccc4N(Cc4ccc(F)cc4)C3=O)cc2)CC1
    ·, i, ·, i, i, i, ·, i, i, ·, i
C[C@@H](C(=O)OCC(=O)NCCc1ccc(S(N)(=O)=O)cc1)N1C(=O)C2CCCCC2C1=O (stereo not given in full)
    i, i, i, i, i, i, i, i, i, i, i
CCOC(=O)C1CCN(C(c2ccc(OC)c(OC)c2)c2sc3nc(C)nn3c2O)CC1 (stereo not given)
    i, i, i, i, i, i, i, i, i, i, i
Cc1ccccc1CN1CCN(C(=O)CC(C)C)CC1
    i, i, i, i, i, i, i, i, i, i, i
CCOC(CNC(=O)CN1C(=O)COc2ccc(S(=O)(=O)N3CCOCC3)cc21)OCC
    i, i, i, -5.23*, i, i, i, i, i, i, i
CCOC(=O)c1ccc(N(CC(=O)NCC2CCCO2)C(=O)CCC(=O)Nc2cc(C)on2)cc1 (stereo not given)
    i, i, i, i, i, i, i, i, i, i, i
O=C(c1ccc2nccnc2c1)N1CCN(c2ccccc2)CC1
    i, i, i, i, i, i, i, i, i, i, i
Cc1nn(C(C)C(=O)N2CCOCC2)c(C)c1[N+](=O)[O-] (stereo not given)
    i, i, i, i, i, i, i, i, i, i, i
COC(=O)c1ccc(C2c3c(oc4ccc(F)cc4c3=O)C(=O)N2CCO)cc1 (stereo not given)
    i, i, i, i, i, i, i, i, i, i, i
Cc1[nH]c2ccccc2c1CCN(Cc1cccnc1)C(=S)NC(C)(C)C
    i, i, i, i, i, i, i, i, i, i, i
CCOc1ccccc1NC(=O)CN(Cc1ccccc1)S(C)(=O)=O
    i, i, i, i, i, i, i, i, i, i, i
CCC(=O)Nc1c2c(nn1-c1ccc(C)cc1C)CSC2
    i, i, i, i, i, i, i, i, i, i, i
COc1ccc(S(=O)(=O)N2CCCC2)cc1Br
    i, i, i, i, i, i, i, i, i, i, i
COC(=O)c1sc(NC(=S)NC(=O)c2ccccc2F)nc1C
    i, i, i, i, i, i, i, i, i, i, i
COC(=O)c1ccc(COc2ccccc2/C=C(\C#N)C(=O)NC(C)C)cc1
    i, i, i, i, i, i, i, i, i, i, i
CN1CCN(S(=O)(=O)c2cccc(C(=O)Oc3cccc(C#N)c3)c2)CC1
    i, i, i, i, i, i, i, i, i, i, i
Cn1nc(C(=O)Nc2nc3ccc(S(C)(=O)=O)cc3s2)ccc1=O
    i, i, i, i, i, i, i, i, i, i, i
O=C(c1cc2cc(F)ccc2[nH]1)N1CCC(Cc2ccccc2)CC1
    i, i, i, i, i, i, i, i, i, i, i
CC(CC(=O)Nc1nnc(CC(C)(C)C)s1)c1ccccc1 (stereo not given)
    i, i, i, i, i, i, i, i, i, i, i
COc1cccc(CC(=O)Nc2ccc(S(=O)(=O)Nc3nc(C)cc(C)n3)cc2)c1
    i, i, i, i, i, i, i, i, i, i, i
O=C(CCS(=O)(=O)c1ccc(Br)s1)NCc1ccc2c(c1)OCO2
    i, i, i, i, i, i, i, i, i, i, i
COc1ccc(C2/C(=C(/O)c3ccc(S(=O)(=O)N4CCOCC4)cc3)C(=O)C(=O)N2CCN2CCOCC2)cc1 (stereo not given)
    i, i, i, i, i, i, i, i, i, i, i
O=C(NCC1CCC(C(=O)O)CC1)c1cccnc1 (stereo not given)
    i, i, i, i, i, i, i, i, i, i, i
Cc1ccc(NC(=O)C2CCCN(c3ncccn3)C2)c(C)c1 (stereo not given)
    i, i, i, i, i, i, i, i, i, i, i
COc1ccccc1-c1nnc(-c2ccc(C)cc2)o1
    i, i, i, i, i, i, i, i, i, i, i
CCc1cc2c(=O)c(-n3cnc4ccccc43)coc2cc1O
    i, i, i, i, i, i, i, i, i, i, i
Cc1ccc(C(=O)Nc2nc(C)c(C(=O)Nc3ccc4c(c3)CCC4)s2)cc1
    i, i, i, i, i, i, i, i, i, i, i
COc1ccc(/C=C/C(=O)OCc2nc3ccccc3c(=O)[nH]2)c(OC)c1
    i, i, i, i, i, i, i, i, i, i, i
Cc1cccc(Nc2ccccc2C(=O)OCC(=O)N2CCOCC2)c1C
    i, i, i, i, i, i, i, i, i, i, i
N#CC1=C(N)SC(N)=C(C#N)C1c1ccc([N+](=O)[O-])cc1
    i, i, i, i, i, i, i, i, i, i, i
COC(=O)c1ccc(-n2nnnc2SCC(=O)Nc2cc(OC)ccc2OC)cc1
    i, i, i, i, i, i, i, i, i, i, ·

The results go on:
Order of results: MrgX1 antagonist, TRPC4 potent, MrgX1 allo act, TRPC6 inh, TRPC6 act, TRPC4 block, TMEM16A inh, RGS4 inh, TRPC4 agonist, MrgX1 ag, TMEM16A act
CN(CC(=O)NC1CCCC1)S(=O)(=O)c1cnc[nH]1
    i, i, i, i, i, i, i, i, i, i, i
CCCc1ncc(CN2CCC(C(=O)Nc3cccc(-c4cscn4)c3)CC2)cn1
    i, i, i, i, i, i, i, i, i, i, i
c1ccc(SCc2cn3cccnc3n2)nc1
    i, i, i, i, i, i, i, i, i, i, i
O=C(COc1ccc(Br)cc1)NC1CC1
    i, i, i, i, i, i, i, i, i, i, i
c1ccc(OCc2nnc3n2N=C(c2ccccc2)CS3)cc1
    i, i, i, i, i, i, i, i, i, i, i
CCN(CC)C(=O)CSc1nc(O)c(Cc2ccc(OC)cc2)c(=O)[nH]1
    i, i, i, i, i, i, i, i, i, i, i
O=C(COc1ccc2ccc(=O)oc2c1)Nc1cc([N+](=O)[O-])ccc1F
    i, i, i, i, i, i, i, i, i, i, i

Screening data deposited in PubChem BioAssay by Johns Hopkins Ion Channel Center.
